FLuc inh counter: inhibits firefly luciferase, flagging false hits in luciferase inhibition screens | hit rate 1.5% among 200,000 | P08659 | inhibition, % at 10 µM | ATPLite firefly luciferase biochemical luminescence, 10 min;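 active = inhibition above about 50% when tested at 10 µM, limit read from the data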
Target sequence (P08659 whole entry, looked up): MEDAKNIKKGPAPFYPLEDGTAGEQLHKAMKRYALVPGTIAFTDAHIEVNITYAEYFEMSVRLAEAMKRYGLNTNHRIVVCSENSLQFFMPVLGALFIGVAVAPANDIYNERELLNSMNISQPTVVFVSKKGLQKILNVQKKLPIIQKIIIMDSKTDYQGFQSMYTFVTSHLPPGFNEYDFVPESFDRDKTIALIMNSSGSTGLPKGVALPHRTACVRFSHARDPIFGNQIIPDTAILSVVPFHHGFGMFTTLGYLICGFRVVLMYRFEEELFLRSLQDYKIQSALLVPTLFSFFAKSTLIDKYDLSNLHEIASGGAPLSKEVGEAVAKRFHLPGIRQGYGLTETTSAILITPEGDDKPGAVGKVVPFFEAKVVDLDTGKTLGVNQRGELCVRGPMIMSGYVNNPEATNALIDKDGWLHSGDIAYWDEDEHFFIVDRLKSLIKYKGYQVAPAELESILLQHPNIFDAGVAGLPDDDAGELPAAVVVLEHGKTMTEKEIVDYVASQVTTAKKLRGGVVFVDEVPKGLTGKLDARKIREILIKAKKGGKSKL
STAT1 blocker: reduces IFN-gamma driven STAT1 reporter signal. NIH 3T3 STAT1-luciferase reporter, luminescence. inhibition, % at 5.5 µM. hit rate 0.35% among 200,000. AID 920;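 active = inhibition above a set limit, the mean inhibition across all tested compounds plus 3 SD, cut at about 34% in these data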;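 also: 0% = IFN-gamma with DMSO and 100% = IFN-gamma with 300 µM nifuroxazide; values of inactives mirror those of a sister screen read the other way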
FLuc act counter: affects firefly luciferase, flagging false hits in luciferase stimulation screens | P08659 | 200,000 tested, under 10 active | ATPlite luciferase biochemical, luminescence, 10 min; 0 = ATP-free wells, 1 = DMSO control | activation factor at 10 µM;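 active = luciferase activation factor, scaled between plate controls, of at least 2 with compound at 10 µM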
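Material: Luciferase/luciferin reagent mix | Doses: Test compounds dosed from 2 mM stocks in 100% DMSO | Timing: 10 min incubation after luciferase reagent addition, room temperature | Measured by: Luminescence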
ROMK mod: modulators of human ROMK potassium channel. AID 1918. B-score at 10 µM. Tet-inducible ROMK, thallium flux fluorescence; actives lie on both sides. hit rate 2% among 130,000;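 active = signal ratio slope over the read window, or its plate-corrected B-score, at least 3 SD from the plate mean, either direction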;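 also: B-score of the F/F0 ratio slope over 7 to 12 s after thallium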
Target sequence (P48048 whole entry, looked up): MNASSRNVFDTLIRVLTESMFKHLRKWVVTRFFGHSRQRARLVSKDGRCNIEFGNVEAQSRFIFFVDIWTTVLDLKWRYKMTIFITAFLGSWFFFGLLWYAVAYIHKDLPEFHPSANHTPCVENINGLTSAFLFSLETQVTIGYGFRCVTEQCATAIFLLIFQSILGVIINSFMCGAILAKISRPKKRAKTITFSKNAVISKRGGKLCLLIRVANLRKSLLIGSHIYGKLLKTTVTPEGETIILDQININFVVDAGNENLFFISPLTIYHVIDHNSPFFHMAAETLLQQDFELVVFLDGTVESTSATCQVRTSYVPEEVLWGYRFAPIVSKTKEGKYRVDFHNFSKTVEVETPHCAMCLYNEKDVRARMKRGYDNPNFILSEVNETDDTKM
STAT3 inh: STAT3 signaling inhibition. inhibition, % at 5.5 µM. hit rate 0.89% among 190,000. U3A cells, IL-6 STAT3-luciferase reporter, luminescence; host cell line lacks STAT1;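 active = inhibition above the mean inhibition across all screened compounds plus 3 SD, cut at about 44% in these data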;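 also: 0% = DMSO only wells and 100% = 100 µM nifuroxazide control wells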
NF-kB neuron act: compounds increasing NF-kB expression in human neuronal cells | NF-kB reporter expression; hits give high values | fold change at 12.5 µM | hit rate 1.6% among 190,000; in the data active = fold change above about 3.3
STAT1 act: STAT1 signaling activation | hit rate 2.6% among 200,000 | NIH 3T3 STAT1-luciferase reporter, IFN-gamma, luminescence; 100% = IFN-gamma alone, no compound | activation (% of control), % at 5.5 µM;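 active = activation above the screen-wide mean activation plus 3 SD, cut at about 130% in these data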;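 also: raw ratio to IFN-gamma control signal so 100% means no change and 0% no light; values of inactives mirror those of a sister screen read the other way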
APP 5'UTR act: APP 5'UTR luciferase reporter activation; SH-SY5Y APP 5'UTR luciferase reporter, luminescence; zero percent = DMSO vehicle wells; activation, % at 2 µM; hit rate 1% among 190,000;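 active = activation above a set limit, based on mean plus 3 SD of controls, cut at about 140% in these data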; also: values of inactives mirror those of a sister screen read the other way
APP 5UTR inh: APP translation inhibition; SH-SY5Y APP 5'UTR-luciferase reporter, luminescence; inhibition, % at 2 µM; hit rate 0.82% among 190,000; AID 1285;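 active = inhibition above a set limit, derived from the sample mean plus 3 SD, cut at about 45% in these data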; also: values of inactives mirror those of a sister screen read the other way
STAT3 activator: increases IL-6 driven STAT3 reporter signal | hit rate 0.91% among 190,000 | activation (% of control), % at 5.6 µM | U3A cells, IL-6 STAT3-luciferase reporter, luminescence; 100% = signal with IL-6 EC80 alone;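 active = activation above the screen-wide mean of compound activation plus 3 SD, cut at about 130% in these data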;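 also: 0% = background luminescence of wells with medium and substrate only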
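system = STAT3-luciferase reporter U3A cells | reagent = IL-6 stimulus at 33 ng/mL final | timing = 1 h compound pre-exposure, 6 h IL-6 stimulation, 37 °C | measured by = luminescence | evaluation = % activation versus median of IL-6-stimulated wells | control set = IL-6-only wells as 100% reference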
* marks the source's active call; other numbers are inactive results; · = no result given. An unsorted share of the library; any-hit rate near 7.1%.

1: CCC(Sc1nnnn1C)C(=O)Nc1ccc(C(C)=O)cc1 (configuration not stated)
2: COc1ccc(Cc2nc3c4c(ncn3n2)Oc2c(ccc3ccccc23)C4c2ccc(OC)c(OC)c2)cc1 (configuration not stated)
3: CCCC/C(O)=C1\C(=O)CC(C)(C)CC1=Nc1ccc(OC)cc1
4: Cc1nn(-c2ncc(C(F)(F)F)cc2Cl)c(=O)n1-c1cccc(Cl)c1
5: O=C(Nc1ccccc1-c1nnn(CC(=O)N2CCOCC2)n1)c1ccccc1F
6: COc1ccccc1N1CCN(C(=O)CSc2ncnc3scc(-c4ccccc4)c23)CC1
screen / no.,1,2,3,4,5,6
FLuc inh counter,-2,-2,-11,-5,0,-9
STAT1 blocker,-19,13,4,12,-3,0
FLuc act counter,1,1,1.1,1.1,1,1.1
ROMK mod,0.18,·,·,·,0.0047,·
STAT3 inh,-10,29,-1,19,3,4
NF-kB neuron act,1.6,0.99,1.1,1.6,0.84,0.56
STAT1 act,117,88,96,89,102,100
APP 5'UTR act,34,14,-14,9,6,0
APP 5UTR inh,-34,-14,14,-9,-6,0
STAT3 activator,110,77,104,85,104,99

7: COc1ccc(N2C(=O)CN=C2Nc2cccc(C)c2C)cc1OC
8: COC(=O)C1CCN(C(=O)C(C)Oc2ccc(Cl)cc2Cl)CC1 (configuration not stated)
9: S=C(Nc1ccccc1Cl)N1CCCC1
10: CCOC(=O)c1cnn(-c2nc3c(C)cccc3s2)c1C(F)(F)F
11: COc1cc2cc(CN(CCCO)S(=O)(=O)c3ccccc3Cl)c(=O)[nH]c2cc1OC
12: CC(OC(=O)c1cc2sccc2n1C)C(=O)NCc1cccs1 (configuration not stated)
screen / no.,7,8,9,10,11,12
FLuc inh counter,-6,-2,-3,-5,-3,-4
STAT1 blocker,0,7,-7,-2,6,-5
FLuc act counter,1.1,1,1,1.1,1,1
ROMK mod,·,0.29,1.5,-0.16,·,·
STAT3 inh,9,6,-2,-2,7,16
NF-kB neuron act,1.5,1.1,1.1,1.1,0.79,1
STAT1 act,99,93,104,102,94,105
APP 5'UTR act,2,-5,-25,8,7,10
APP 5UTR inh,-2,5,25,-8,-7,-10
STAT3 activator,98,98,104,102,98,91

13: O=C(NCc1ccncc1)c1cccc(F)c1
14: COC(=O)CCSCC(=O)N1N=C(c2ccc(Br)cc2)CC1c1cccc(OC)c1OC (configuration not stated)
15: COCCCNC(=O)CCSc1ccc(Cl)cc1
16: CC(CN1CCCCC1)OC(=O)c1ccc(Cl)cc1 (configuration not stated)
17: CN(C)CCNC(=O)COc1ccc(C23CC4CC(CC(C4)C2)C3)cc1
18: COc1cc(C(=O)N2CCC(O)(c3ccccc3)CC2)cc(OC)c1OC
screen / no.,13,14,15,16,17,18
FLuc inh counter,-5,-5,-1,-2,-6,-5
STAT1 blocker,-1,9,9,-2,4,-10
FLuc act counter,1.1,1,1,1,1.1,1
ROMK mod,-0.0051,0.22,·,·,-0.14,0.47
STAT3 inh,-1,3,31,4,12,-12
NF-kB neuron act,1.1,1.2,0.92,1.4,0.98,1.2
STAT1 act,102,91,92,102,95,109
APP 5'UTR act,3,2,3,-10,-14,·
APP 5UTR inh,-3,-2,-3,10,14,·
STAT3 activator,104,101,79,100,97,108

19: Cc1cccc(-c2noc(CN(C(C)C)S(=O)(=O)c3ccc(F)cc3)n2)c1
20: Cn1c(=O)oc2cc(S(=O)(=O)N3CCN(C(=O)c4ccco4)CC3)ccc21
21: CCCn1c(SCc2cc(=O)oc3ccc4ccccc4c23)n[nH]c1=O
22: COc1ccc(CNC(=O)C(c2ccco2)N(Cc2ccccc2)C(=O)Cc2cccs2)cc1 (configuration not stated)
23: O=C(CSc1ccc(-c2ccncc2)nn1)N1CCCCC1
24: COCc1ccc(CN2CCc3c([nH]c4ccccc34)C2CC(C)C)o1 (configuration not stated)
screen / no.,19,20,21,22,23,24
FLuc inh counter,-3,·,-5,-9,-4,7
STAT1 blocker,7,1,6,0,9,-1
FLuc act counter,1,·,1.1,1.1,1,0.9
ROMK mod,·,·,-2,·,0.25,-0.5
STAT3 inh,-3,-28,-5,-8,10,-32
NF-kB neuron act,0.75,·,0.94,0.85,1.2,0.77
STAT1 act,94,99,96,100,91,99
APP 5'UTR act,-22,-12,5,20,12,3
APP 5UTR inh,22,12,-5,-20,-12,-3
STAT3 activator,105,127,108,106,96,132

25: O=C1/C(=C/c2cccnc2)N=C2CCCCCN12
26: COC(=O)c1cc(OC)c(OC)cc1NC(=S)Nc1cccc(Cl)c1
27: CC1=C(C(=O)OC(C)C)C(c2c[nH]c3ccccc23)n2ncnc2N1 (configuration not stated)
28: COc1ccc(C)cc1S(=O)(=O)NC1CCCCC1
29: COc1ccc(CCNC(=O)CCN2C(=O)c3ccccc3C2=O)cc1OC
30: O=C(c1ccc2c(c1)N(Cc1ccccc1)CCS2)N1CCCCC1
screen / no.,25,26,27,28,29,30
FLuc inh counter,0,-3,-6,-11,-7,-2
STAT1 blocker,-8,2,0,4,-7,0
FLuc act counter,1,1,1.1,1.1,1.1,1
ROMK mod,0.0081,·,·,·,0.11,·
STAT3 inh,11,12,8,4,9,9
NF-kB neuron act,0.99,1,1.2,1.2,1.4,0.66
STAT1 act,107,98,100,96,107,100
APP 5'UTR act,-1,14,2,4,5,-8
APP 5UTR inh,1,-14,-2,-4,-5,8
STAT3 activator,93,93,101,100,100,97

31: Cc1ccccc1Nc1c(-c2cccnc2)nc2ccc(Br)cn12
32: COC(C(=O)Nc1ccc(S(=O)(=O)Nc2c(C)cccc2C)cc1)c1ccccc1 (configuration not stated)
33: COc1ccc(-c2ocnc2C(=O)Nc2ccccc2N2CCCCC2)cc1
34: COc1ccc(/C(O)=C2\C(=O)C(=O)N(CCN3CCOCC3)C2c2ccccc2OC)cc1 (configuration not stated)
35: O=S(=O)(Cc1ccc(Cl)cc1)Nc1ccc2c(c1)OCO2
36: O=C(O)c1c(Cl)c(Cl)c(Cl)c(Cl)c1C(=O)N1CCCCCC1
screen / no.,31,32,33,34,35,36
FLuc inh counter,2,-7,-8,-2,-6,-4
STAT1 blocker,5,-6,-1,-4,4,-9
FLuc act counter,1,1.1,1.1,1,1.1,1
ROMK mod,0.88,·,0.075,0.61,-1.8*,0.39
STAT3 inh,1,-6,1,-6,4,10
NF-kB neuron act,0.91,1.1,0.91,1.1,1.1,0.92
STAT1 act,96,105,101,103,96,106
APP 5'UTR act,24,3,0,-3,9,7
APP 5UTR inh,-24,-3,0,3,-9,-7
STAT3 activator,100,108,101,108,99,94

Single records (already shown):
`COc1ccccc1N1CCN(C(=O)CSc2ncnc3scc(-c4ccccc4)c23)CC1` reads FLuc inh counter: -9; STAT1 blocker: 0; FLuc act counter: 1.1; ROMK mod: ·; STAT3 inh: 4; NF-kB neuron act: 0.56; STAT1 act: 100; APP 5'UTR act: 0; APP 5UTR inh: 0; STAT3 activator: 99
`COC(=O)C1CCN(C(=O)C(C)Oc2ccc(Cl)cc2Cl)CC1` (configuration not stated) reads FLuc inh counter: -2; STAT1 blocker: 7; FLuc act counter: 1; ROMK mod: 0.29; STAT3 inh: 6; NF-kB neuron act: 1.1; STAT1 act: 93; APP 5'UTR act: -5; APP 5UTR inh: 5; STAT3 activator: 98

Following part:
37: O=C(NCCN1CCOCC1)Nc1ccc(Cl)cc1Cl
38: CCOC(=O)c1cc2sccc2n1Cc1ccc(C#N)cc1
39: Cc1nc2sc(C(=O)O)c(N)c2c2c1COC(C)(C)C2
40: CC(C)(C)C1CCc2nc(NC(=O)Cc3cn4ccsc4n3)sc2C1 (configuration not stated)
41: Cc1cc(NCc2ccco2)n2c(nc3ccccc32)c1C#N
42: CCCCOCCCNCC(=O)Nc1ccc(S(N)(=O)=O)cc1
screen / no.,37,38,39,40,41,42
FLuc inh counter,-5,-7,-5,1,-2,-1
STAT1 blocker,14,-4,-3,-5,8,-2
FLuc act counter,1.1,1.1,1.1,1,1,1
ROMK mod,-0.47,·,0.48,0.0071,1.1,0.47
STAT3 inh,0,-2,0,2,18,-1
NF-kB neuron act,1.7,0.83,1.2,1.8,1.1,1.7
STAT1 act,87,104,103,106,93,101
APP 5'UTR act,19,-2,-3,36,0,-3
APP 5UTR inh,-19,2,3,-36,0,3
STAT3 activator,102,106,102,102,87,105

43: Cc1cccc2c1N(CCCOc1ccc(C(C)(C)C)cc1)C(=O)C2=O
44: O=C1N=C(N2CCCC2C(=O)O)S/C1=C\c1ccco1 (configuration not stated)
45: COc1ccc(C2c3c4c(n(C)c3CCN2C)CCN(C)C4c2ccc(OC)cc2)cc1 (configuration not stated)
46: COc1ccc(NC(=S)N(CCN2CCOCC2)C2CCN(C(C)=O)CC2)cc1Cl
47: Cc1ccc(NC(=O)/C(=C/C=C/c2ccccc2)NC(=O)c2ccccc2)cc1
48: O=C1CCC2c3ccc4ccccc4c3CCN12 (configuration not stated)
screen / no.,43,44,45,46,47,48
FLuc inh counter,-5,-3,2,-3,13,2
STAT1 blocker,-7,-4,8,6,1,5
FLuc act counter,1.1,1,1,1,0.9,1
ROMK mod,·,-0.43,·,-0.96,·,-1.2
STAT3 inh,1,0,7,9,0,-3
NF-kB neuron act,1,1.1,1,1.4,1.1,1
STAT1 act,107,104,93,93,99,95
APP 5'UTR act,6,-11,12,0,2,-13
APP 5UTR inh,-6,11,-12,0,-2,13
STAT3 activator,107,101,97,94,105,105

49: Cc1ccc2c(c1)sc(C)[n+]2CCCS(=O)(=O)[O-]
50: O=C(c1cnc2n(c1=O)CCS2)N1CCN(c2ccccc2Cl)CC1
51: O=C(O)/C=C/C(=O)NNC(=O)c1cccc(Br)c1
52: CC(=O)N1CCN(c2nc(C)nc3sc4c(c23)CCC(C)C4)CC1 (configuration not stated)
53: Cc1ccccc1OCC(=O)Nc1ccccc1N1CCCCC1
54: Cc1cccc(NS(=O)(=O)c2cc(NC(=O)CC(=O)c3ccc([N+](=O)[O-])cc3)ccc2C)c1
screen / no.,49,50,51,52,53,54
FLuc inh counter,0,-5,-2,-11,2,-5
STAT1 blocker,3,4,-14,-2,-2,15
FLuc act counter,1,1,1,1.1,1,1.1
ROMK mod,0.022,·,0.16,·,0.32,-0.34
STAT3 inh,2,·,-1,14,3,9
NF-kB neuron act,1.7,1.2,1.1,1.2,1.2,1.1
STAT1 act,96,95,112,102,102,85
APP 5'UTR act,12,12,-1,-12,5,6
APP 5UTR inh,-12,-12,1,12,-5,-6
STAT3 activator,100,·,101,91,101,102

55: N#Cc1c(N2CCCC(O)C2)nc(N)c2c(N)nc3c(c12)CC(=O)N3C12CC3CC(CC(C3)C1)C2 (configuration not stated)
56: Cc1cc(OC(=O)c2ccc(S(=O)(=O)N(C)C)cc2)c([N+](=O)[O-])c(=O)[nH]1
57: Cc1nc2cc(C(=O)O)ccc2s1
58: CCCc1nc2sc3c(c2c(=O)n1NC(=O)CCC(=O)O)CCCC3
59: Cc1ccc(NC(=O)C2c3ccccc3Oc3ccccc32)nc1
screen / no.,55,56,57,58,59
FLuc inh counter,6,-8,-6,-3,-2
STAT1 blocker,-11,-10,-47,4,-14
FLuc act counter,0.9,1.1,1.1,1,1
ROMK mod,·,0.077,0.76,·,0.7
STAT3 inh,3,-4,-21,-5,-2
NF-kB neuron act,1.4,1.3,2.1,1.1,1.5
STAT1 act,110,110,143*,96,111
APP 5'UTR act,12,16,50,7,-11
APP 5UTR inh,-12,-16,-50,-7,11
STAT3 activator,100,105,127,108,103
